# Coupling enz: coupling enzyme interference in Giardia aldolase counter-screen | coupling enzyme system counterscreen, AmpLite Red fluorescence | activity change, negative = inhibition, % at 58.2 µM, hits read low | 290,000 tested, 0.67% active; in the data active = activity change below about -30%; note: % is set by controls: 0 for no effect and ±100 for the full control effect
#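 Final compound at 57.5 uM, incubated 10 min at RT with coupling enzyme reagent (glyceraldehyde-3-phosphate), then 20 min with substrate and AmpLite Red detection. Fluorescence read at 525/598 nm; tests interference with the coupling assay, not aldolase inhibition.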
# CXXC DNA block: MLL CXXC-DNA interaction inhibition. Q03164. MLL-CXXC / FITC-HOXA9 DNA fluorescence polarization. Potency, µM (titrated, usually from 115 µM), without a hit: at the highest dose activity change, negative = inhibition, most hits filed as inhibitors. 290,000 tested, 0.037% active. AID 2662; active = well fitted inhibition curve with a large enough effect in the polarisation, with a control signal flat, not every such curve was filed as active; inconclusive = small, poorly fitted or top-dose-only effect, or effect the other way, or a change in a side signal; inactive = no such curve, though single readings can be large or run the other way; the % refers to the polarisation; note: potency is the fitted concentration of half-maximal effect
#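 Purified MLL-CXXC (added from a 7 uM solution) was preincubated 5 min at ambient with pinned compounds in 50 mM Tris-HCl pH 7.5, 50 mM NaCl, 1 mM DTT, 0.05% BSA. Fluorescein-labeled HOX-A9 DNA (50 nM solution) followed, 30 min, then polarization read.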
# GALK inh: inhibitors of human galactokinase. P51570. Purified GALK, Kinase-Glo residual ATP luminescence. Potency, µM (titrated, usually from 57.5 µM), without a hit: top-dose activity change, negative = inhibition, actives largely listed as inhibitors. 270,000 tested, 0.007% active; note: potency is the fitted concentration of half-maximal effect; % is set by controls: 0 for no effect and ±100 for the full control effect
#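 5 nM enzyme, 35 uM ATP, 100 uM galactose, 20 mM HEPES pH8.0, 5 mM MgCl2; 1 h RT; residual ATP by Kinase-Glo Plus luminescence, qHTS format.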
# B2AR arrestin: beta2AR (human) beta-arrestin recruitment activity | beta-arrestin recruitment to beta2AR, cell-based reporter | 330,000 tested, 0.02% active | Potency, µM (series often up to 46.1 µM), for inactives: top-dose activation, usual class: activators | P07550;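 note: potency is the fitted concentration of half-maximal effect; 0% = DMSO controls and full agonism = EC100 isoproterenol or metaproterenol; nearly all actives have a fitted effect of over 65% in size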
# KCNH2 3.1 block: inhibitors of human KCNH2 3.1 potassium channel isoform. U2OS KCNH2 3.1, thallium flux FluxOr; active compounds read low. AID 720553. activity change, % (tested at about 1.8 µM). 340,000 tested, 0.95% active;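 active = maximum activity change below -70%; inconclusive = maximum activity change from -70% to -50%; inactive = maximum activity change above -50%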;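 note: thallium influx rate constant from kinetic fluorescence after stimulation buffer; % is set by controls: 0 for no effect and ±100 for the full control effect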
#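 Thallium flux via FluxOr fluorescence (Red40 quencher, 45 min loading) in U2OS cells virally expressing the KCNH2 3.1 isoform (1.77 x 10^8 /mL virus, overnight at 37 C). Rate constants from 2-min kinetic reads post-stimulation, normalised to positive and negative controls.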
# PKM2 activator: increases activity of human pyruvate kinase M2; purified PKM2, Kinase-Glo ATP luminescence, activation; response scale: 0% is enzyme alone, no compound; Potency, µM (highest dose often 57.5 µM), for inactives: at the top dose activation, most hits filed as activators; P14618; 260,000 tested, 0.34% active; note: potency is the fitted concentration of half-maximal effect; % is set by controls: 0 for no effect and ±100 for the full control effect; nearly all actives have a fitted effect of over 55% in size
#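 ATP formation by purified human PK-M2, quantified via coupled luciferase luminescence after 1 h at room temperature with 0.1 mM ADP and 0.5 mM PEP final.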
# Giardia kill: Giardia lamblia killing. Giardia lamblia trophozoite viability. activity change, % at 7.66 µM, hits read low. 340,000 tested, 0.15% active. AID 540267; in the data active = activity change below about -80%; inconclusive = between about -30% and that limit;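 note: parasites exposed to compound for two days anaerobically before the ATP read; % is set by controls: 0 for no effect and ±100 for the full control effect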
#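 Anaerobic 48 hrs incubation at 37 deg C of 100 trophozoites/well with test compounds; ATPLite 1-Step luminescence, 15-30 min RT, reports cellular ATP as viability.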
# TRPV1 agonist: human TRPV1 agonism | activation, % at 8.33 µM | 320,000 tested, 0.19% active | AID 540275 | TRPV1-expressing cells, Fluo-8 calcium influx, agonist mode; in the data active = activation above about 80%; inconclusive = between about 30% and that limit; note: 0% is about no effect
#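 Cells expressing TRPV1 were dye-loaded with Fluo-8 and read kinetically: 10 s baseline, 3 min after compound (agonist portion), then 2 min after EC20 capsaicin (allosteric enhancer portion). Calcium-bound dye fluorescence at 480/520 nm.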
# Menin-MLL TR inh: menin-MLL binding inhibition, Texas Red mutant peptide; Menin + Texas Red MLL mutant peptide, fluorescence polarization; Potency, µM (top dose mostly 61.6 µM), inactives show at the highest dose FP activity change, negative = inhibition, usual class: inhibitors; 270,000 tested, 0.23% active; AID 1768; active = well fitted inhibition curve with a large enough effect in the polarisation, with a control signal flat, not every such curve was filed as active; inconclusive = small, poorly fitted or top-dose-only effect, or effect the other way, or a change in a side signal; inactive = no such curve, though single readings can be large or run the other way; the % refers to the polarisation; note: potency is the fitted concentration of half-maximal effect; % of control where 0% means no effect; many of its hits are not listed in these tables
# KCNH2 WT inh: blocks the wildtype human KCNH2 potassium channel; activity change, % at 1.84 µM; U2OS, BacMam KCNH2, thallium flux FluxOr; active compounds read low; AID 720551; 340,000 tested, 0.37% active;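 active = maximum activity change below -70%; inconclusive = maximum activity change between -70% and -50%; inactive = maximum activity change above -50%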; note: % is set by controls: 0 for no effect and ±100 for the full control effect
#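 U2OS cells were transduced with wild-type KCNH2 virus (2.03 x 10^8 / mL) for 4 h at room temperature, then cultured overnight at 37 C. Thallium flux was read with FluxOr dye. Rate constants were normalized to DMSO controls.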
# USP2a block: USP2a (human) protease inhibition; O75604; USP2 core, Ub-CHOP2 coupled fluorogenic reporter, 485/531; Potency, µM (titrated, usually from 38.3 µM), inactives show top-dose activity change, negative = inhibition, actives largely listed as inhibitors; 330,000 tested, 0.01% active; AID 463254;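 note: potency is the fitted concentration of half-maximal effect; plate controls were DMSO wells for no effect and full inhibition by NEM control for full effect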
#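 Cell-free coupled assay: 10nM USP2 core preincubated 30min RT with compound in Tris-HCl pH 8.0/CaCl2/CHAPS buffer, then 25nM Ub-CHOP2 and 25nM reporter substrate; fluorescence (Ex 485/Em 531) read after 60min RT, normalized to NEM inhibition, concentration-response curves fitted.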
# Active calls of the source: *; ? = inconclusive; / = not tested or not shown; [ ] = another dose, or the depositor's remark. Unless noted, calls come from the whole dose curve; as a rule, active = well fitted curve in the direction sought with a large enough effect; inconclusive = small, poorly fitted or top-dose-only effect, or another doubt; inactive = no such curve, though single readings can be large; an effect the other way counts as inactive or inconclusive. These rows are one share of the data, so the mix of outcomes need not match the whole.
# The line under a structure holds: Coupling enz	CXXC DNA block	GALK inh	B2AR arrestin	KCNH2 3.1 block	PKM2 activator	Giardia kill	TRPV1 agonist	Menin-MLL TR inh	KCNH2 WT inh	USP2a block
- COCCN(C(=O)COC(=O)C12CC3CC(CC(Cl)(C3)C1)C2)c1c(N)n(Cc2ccccc2)c(=O)[nH]c1=O
 : /	/	/	-0.2%	-3	/	-1	-2	/	-26	-1%
- O=c1c2ccccc2nc(SCc2cn3ccsc3n2)n1-c1ccccc1F
 : 0	30%	0%	2.9%	-3	5%	4	?	?	-5	4%
- CCCCOCCCNC(=O)c1ccc(OCC)cc1
 : 3	19%	3%	0.0%	-3	4%	5	7	-9%	1	-2%
- CC(C)c1ccc(N(C(=O)c2csnn2)C(C(=O)NC(C)(C)C)c2ccncc2)cc1 (stereo not given)
 : 2	1%	3%	0.3%	5	-6%	-6	18	-22%	-5	1%
- COC(=O)c1c(NC(=O)COc2ccc(Cl)cc2)sc2c1CC(C)(C)NC2(C)C
 : /	19%	10%	0.1%	-5	-3%	28	4	/	3	0%
- CCCn1c(C)cc(/C=C(\C#N)C(=O)OCC(=O)NC(=O)NC(C)(C)C)c1C
 : -1	5%	-3%	0.1%	4	-13%	-15	-12	/	49	0%
- COc1cc(C(=O)NCc2ccccn2)ccc1OCc1c(C)noc1C
 : 2	-2%	3%	0.4%	/	1%	8	2	-7%	3	5%
- COc1ccc(NC(=O)CC2C(=O)N(c3ccccc3)C(=O)N2Cc2ccco2)cc1 (stereo not given)
 : 3	5%	6%	0.2%	28	2%	4	1	0%	0	1%
- CN1CCCN(c2ncnc3scc(-c4ccc(F)cc4)c23)CC1
 : 0	0%	14%	0.4%	4	/	4	3	-3%	/	0%
- CCOc1ccc2ccccc2c1/C=N/NC(=O)CC1(C)OCCCO1
 : -19	1%	2%	-0.6%	-9	1%	12	?	-3%	-6	-2%
- CC(C)=NOCC(=O)Nn1c(COc2ccccc2)nc2ccccc2c1=O
 : 5	17%	0%	0.2%	8	-3%[11.5 µM]	-11	4	-8%	-4	4%
- O=C(CNCCc1ccccc1)N1CCc2ccccc2C1
 : 4	-4%	9%	0.1%	-24	/	8	1	-7%	2	-1%
- CSc1cccc(NC(=O)Cc2ccccc2[N+](=O)[O-])c1
 : -5	5%	1%	-0.2%	6	-5%	-3	?	?	6	2%
- CC(=O)c1cccc(NC(=O)CN(c2ccc(C)cc2)S(=O)(=O)c2cccc3nonc23)c1
 : -6	7%	-1%	0.3%	12	0%	1	22	28%	0	3%
- Cc1ccc2nc(N(CCCN(C)C)C(=O)c3sc4ccccc4c3Cl)sc2c1
 : 2	16%	-1%	0.1%	11	4%	-23	9	-17%	16	-9%
- CCOC(=O)c1c(NC(=O)CN(CC)CC)sc2c1CCC2
 : 1	3%	-1%	0.0%	-1	1%	-6	17	-15%	-18	-2%
- O=C(NN1CCOCC1)c1ccc(Cl)c(Cl)c1
 : /	1%	5%	-0.4%	-4	0%	9	0	/	-4	3%
- COc1ccc(-n2cccc2/C=C2\C(=N)N3N=C(C(C)C)SC3=NC2=O)cc1
 : 0	-4%	-2%	-0.3%	3	0%	5	-6	2%	-7	7%
- COCCNC(=S)Nc1ccc(N2CCCCC2)cc1
 : 1	11%	-1%	0.2%	12	-16%	-5	5	1%	10	0%
- Cc1cccc(OCC(=O)NNC(=O)c2ccccc2OCc2c(C)noc2C)c1
 : /	/	/	0.3%	1	/	-13	-2	/	-2	-2%
- COc1ccc(C2Cc3ccccc3C(=O)O2)cc1 (stereo not given)
 : 0	3%	/	-0.3%	-2	0%	-10	6	2%	-4	2%
- COc1ccccc1/C=C/C(=O)NCC(=O)N/N=C/c1cc(Br)ccc1OC
 : -7	13%	-3%	-0.3%	2	-6%	16	1	0%	4	0%
- C[C@@H]1CN([C@H](C)CO)C(=O)c2cccc(NC(=O)Nc3ccc(C(F)(F)F)cc3)c2O[C@H]1CN(C)S(=O)(=O)c1cccs1
 : /	/	/	0.1%	-12	/	13	/	/	-3	-11%
- Cc1cccc(NC(=O)C2(c3ccc([N+](=O)[O-])cc3)CCCC2)c1
 : 1	9%	/	-0.4%	-11	0%	7	-1	32%[activator]	-14	2%
- Cc1ccc(NC(=O)Nc2cccc(C(F)(F)F)c2)nc1
 : -3	-17%	0%	-0.4%	2	12%	?	3	32%[activator]	-10	2%
- COc1cccc(OC)c1C(=O)N1CCN(c2ccccn2)CC1
 : 3	-4%	1%	/	-4	-5%	15	5	-12%	-10	/
- Cc1cc(NC(=O)CSCC(=O)Nc2cc(Cl)ccc2N2CCN(C)CC2)no1
 : /	/	/	-1.6%	-5	/	-25	0	/	46	-1%
- COc1ccccc1NC(=O)CSc1nc(O)c(Cc2ccccc2)c(=O)[nH]1
 : 3	-5%	-1%	0.0%	5	1%	-12	1	/	1	0%
- N#CC1(C#N)COC23CCCCC2C1(C#N)C(=N)O3 (stereo not given)
 : -14	-20%	0%	0.3%	10	13%	4	-14	28µM*	19	21%
- CCCc1cc(=O)[nH]c(SCC(=O)N(C)C2CCCCC2)n1
 : /	/	/	-0.9%	-3	/	3	-2	/	23	0%

# Record cards (already shown). Order of values: Coupling enz | CXXC DNA block | GALK inh | B2AR arrestin | KCNH2 3.1 block | PKM2 activator | Giardia kill | TRPV1 agonist | Menin-MLL TR inh | KCNH2 WT inh | USP2a block
# `Cc1ccc(NC(=O)Nc2cccc(C(F)(F)F)c2)nc1` across the screens: -3 | -17% | 0% | -0.4% | 2 | 12% | ? | 3 | 32%[activator] | -10 | 2%
# `Cc1cc(NC(=O)CSCC(=O)Nc2cc(Cl)ccc2N2CCN(C)CC2)no1` across the screens: / | / | / | -1.6% | -5 | / | -25 | 0 | / | 46 | -1%
# `COc1ccc(-n2cccc2/C=C2\C(=N)N3N=C(C(C)C)SC3=NC2=O)cc1` across the screens: 0 | -4% | -2% | -0.3% | 3 | 0% | 5 | -6 | 2% | -7 | 7%
# `COCCNC(=S)Nc1ccc(N2CCCCC2)cc1` across the screens: 1 | 11% | -1% | 0.2% | 12 | -16% | -5 | 5 | 1% | 10 | 0%
# `Cc1cccc(OCC(=O)NNC(=O)c2ccccc2OCc2c(C)noc2C)c1` across the screens: / | / | / | 0.3% | 1 | / | -13 | -2 | / | -2 | -2%

# The results go on.
# The line under a structure holds: Coupling enz	CXXC DNA block	GALK inh	B2AR arrestin	KCNH2 3.1 block	PKM2 activator	Giardia kill	TRPV1 agonist	Menin-MLL TR inh	KCNH2 WT inh	USP2a block
- CC(C#N)Sc1ncnc2sc(-c3ccccc3)cc12 (stereo not given)
 : 1	13%	9%	-0.5%	-1	0%	-25	4	40%[activator]	-11	-4%
- CCC/C(=N\NC(=O)c1ccco1)c1ccc(Cl)s1
 : /	17%	-1%	0.5%	-11	/	-15	29	/	17	3%
- CC1CCCCN1C(=O)Cn1c(=O)n(CCC(=O)NCc2ccco2)c(=O)c2sccc21 (stereo not given)
 : 2	-8%	0%	-0.8%	0	-2%	4	-2	-3%	-4	1%
- O=C(c1cccc(S(=O)(=O)NCc2ccccc2)c1)N1CCCC1
 : -1	7%	-4%	0.1%	-3	-34%	-2	3	-12%	-5	2%
- CCOC(=O)c1c(C)oc2ccc(NS(=O)(=O)c3ccc4c5c(cccc35)C(=O)N4)cc12
 : -1	-6%	-5%	-0.9%	-7	0%	-3	0	23%	0	0%
- Cc1cc(NC(=O)c2ccco2)c(=O)n(Cc2c(F)cccc2Cl)c1
 : 1	0%	1%	-0.3%	-4	1%	14	?	8%	-11	1%
- CC(C)CCNC(=O)c1ccc(CS(=O)(=O)Cc2ccccc2F)o1
 : 1	18%	0%	0.3%	2	2%	10	1	1%	-5	-1%
- CCCOC(=O)NC(CC)COC(=O)Nc1cc(C)ccc1C (stereo not given)
 : 0	-1%	0%	-0.7%	0	5%	3	?	-1%	-8	0%

# Quoted from the listing:
# In CXXC DNA block, CC(C)CCNC(=O)c1ccc(CS(=O)(=O)Cc2ccccc2F)o1 has the entry 18%
# In KCNH2 WT inh, Cc1cc(NC(=O)c2ccco2)c(=O)n(Cc2c(F)cccc2Cl)c1 has the entry -11

# Source: PubChem (National Center for Advancing Translational Sciences (NCATS))
